Assay outcomes from PubChem BioAssay.
CTSL1 counter – Fasciola hepatica cathepsin L1 inhibitors, primary screen, counter-screen for PFM18AAP inhibitor project, biochemical, QFRET, fluorogenic peptide substrate. hit rate 0.49% among 300,000. recombinant F. hepatica cathepsin L1, Z-Leu-Arg-MCA fluorescence. inhibition, % at 5.96 µM. AID 1906, 2009;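 active means inhibition above the mean of all tested compounds plus 3 SD, set per screening campaign, cut at about 17% in these data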;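 further: 0% = plate median of test compound wells and 100% = 1 µM Z-Phe-Ala-diazomethylketone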
proCasp7 act – procaspase-7 activators, primary screen, counter-screen for procaspase-3 activator project, biochemical, absorbance, HTS, human. Caspase-7 (Homo sapiens), P55210. recombinant procaspase-7, Ac-DEVD-pNA absorbance 405 nm; D23A/D198A/D206A triple mutant, cannot self-cleave; scale: DMSO 0, 5 µM enzyme 100. activation, % at 8.5 µM. hit rate 0.093% among 330,000;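 active means percent activation above the screen-wide mean plus 3 SD, cut at about 25% in these data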
Target sequence (P55210 whole entry D23A/D198A/D206A): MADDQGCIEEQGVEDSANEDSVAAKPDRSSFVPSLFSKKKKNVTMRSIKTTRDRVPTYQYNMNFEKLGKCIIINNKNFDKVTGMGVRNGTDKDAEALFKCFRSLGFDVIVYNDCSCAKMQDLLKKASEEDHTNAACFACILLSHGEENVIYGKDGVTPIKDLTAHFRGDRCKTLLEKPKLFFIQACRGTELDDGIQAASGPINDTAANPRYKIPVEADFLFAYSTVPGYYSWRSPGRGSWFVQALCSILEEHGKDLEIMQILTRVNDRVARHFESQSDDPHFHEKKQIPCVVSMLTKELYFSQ
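Assay system: Uncleavable procaspase-7 mutant enzyme | Input: 2 µM procaspase-7 mutant as dispensed | Timing: 1 h compound preincubation, 2 h substrate cleavage, 25 °C | Repeats: One well per compound | Control set: DMSO wells as 0%, DMSO with 5 µM added PC-7 as 100% | Technique: Epi-absorbance of released pNA at 405 nm, two timepoints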
PAFAH2 FP inh – PAFAH2 enzyme inhibitors, primary screen, biochemical, fluorescence polarization, human; Platelet-activating factor acetylhydrolase 2, cytoplasmic (Homo sapiens), Q99487; recombinant PAFAH2, FP-rhodamine activity probe; inhibition, % at 3.39 µM; hit rate 0.99% among 340,000; AID 492956, 2010;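 active means inhibition above the mean over all tested compounds plus 3 SD, cut at about 30% in these data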;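 further: inhibitors block probe labeling of enzyme so polarization drops; 0% = enzyme with DMSO and 100% = wells lacking PAFAH2 protein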
TPT1 inhibitor – Candida albicans TPT1 enzyme inhibitors, primary screen, biochemical, fluorescence polarization | recombinant caTPT1, FP RNA substrate dephosphorylation | inhibition, % at 5 µM | hit rate 0.81% among 300,000 | AID 1962, 2009;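 active means inhibition above the mean of all tested compounds plus 3 SD, set per screening campaign, cut at about 24% in these data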;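 further: plate controls were DMSO alone for no effect and ferristatin control at 100 nM for full effect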
proCasp3 act – activators of human procaspase-3 D3A mutant, primary screen, biochemical, absorbance, PC-3 D3A mutant, single concentration. activation, % at 8.5 µM. hit rate 0.11% among 330,000. recombinant procaspase-3 D3A, Ac-DEVD-pNA absorbance 405 nm. AID 463141, 2010;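 active means activation above the mean of all tested compounds plus 3 SD, cut at about 21% in these data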;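 further: 0% = DMSO alone and 100% = DMSO wells spiked with extra 5 µM PC-3 D3A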
Target sequence (P42574 whole entry D9A/D28A/D175A): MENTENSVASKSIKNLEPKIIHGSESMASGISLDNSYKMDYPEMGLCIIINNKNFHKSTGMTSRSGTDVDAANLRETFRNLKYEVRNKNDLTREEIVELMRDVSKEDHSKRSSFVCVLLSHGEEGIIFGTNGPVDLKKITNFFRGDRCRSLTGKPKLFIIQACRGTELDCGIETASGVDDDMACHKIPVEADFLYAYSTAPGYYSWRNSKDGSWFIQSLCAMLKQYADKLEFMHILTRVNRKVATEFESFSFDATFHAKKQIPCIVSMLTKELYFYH
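Technique: 405 nm absorbance of p-nitroaniline, reads at 0 and 120 min; Test system: Procaspase-3 D3A mutant; Incubation: 1 h enzyme-compound preincubation, then 2 h substrate reaction, 25 °C; Repeats: singlicate, each compound tested once; Benchmarks: low control DMSO wells, high control DMSO plus 5 µM PC-3 D3A.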
HCV core dimer – inhibitors of HCV core protein dimerization, primary screen, biochemical, TR-FRET, high-throughput; inhibition, % at 5 µM; AID 1899, 2009; hit rate 0.33% among 300,000; TR-FRET GST/Flag-core106 dimerization, 1536-well;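 active means inhibition above the mean of all tested compounds plus 3 SD, set per screening campaign, cut at about 45% in these data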
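test system = GST/Flag-tagged HCV core106 proteins | probe or stimulus = Eu donor and XL665 acceptor anti-tag antibodies | times = compound-protein-antibody incubation 4 h at 22.5 °C | signal = TR-FRET, excitation 340 nm, emission 617 and 671 nm | measure = percent inhibition of core106 dimerization signal | controls = wells lacking GST-core106 and wells with excess unlabelled core106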
AHR act – AHR activators, primary screen, cell-based, luminescence, luciferase reporter, human; activation, % at 5 µM; Aryl hydrocarbon receptor (Homo sapiens), P35869; hit rate 2.5% among 320,000; AID 2796, 2010; AHR-responsive luciferase reporter cells; in the data active means activation above about 47%;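 further: 0% = vehicle wells and 100% = reference agonist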
PP5 inh – PP5 phosphatase inhibitors, primary screen, biochemical, fluorescence; hit rate 0.18% among 320,000; purified PP5c, OMFP substrate fluorescence; Serine/threonine-protein phosphatase 5 (Homo sapiens), P53041; inhibition, % at 6.7 µM;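 active means inhibition above the campaign's mean inhibition across all tested compounds plus 3 SD, cut at about 9.5% in these data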;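 further: 0% = DMSO only and 100% = 100 µM cantharidin control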
Target sequence (P53041 whole entry, looked up): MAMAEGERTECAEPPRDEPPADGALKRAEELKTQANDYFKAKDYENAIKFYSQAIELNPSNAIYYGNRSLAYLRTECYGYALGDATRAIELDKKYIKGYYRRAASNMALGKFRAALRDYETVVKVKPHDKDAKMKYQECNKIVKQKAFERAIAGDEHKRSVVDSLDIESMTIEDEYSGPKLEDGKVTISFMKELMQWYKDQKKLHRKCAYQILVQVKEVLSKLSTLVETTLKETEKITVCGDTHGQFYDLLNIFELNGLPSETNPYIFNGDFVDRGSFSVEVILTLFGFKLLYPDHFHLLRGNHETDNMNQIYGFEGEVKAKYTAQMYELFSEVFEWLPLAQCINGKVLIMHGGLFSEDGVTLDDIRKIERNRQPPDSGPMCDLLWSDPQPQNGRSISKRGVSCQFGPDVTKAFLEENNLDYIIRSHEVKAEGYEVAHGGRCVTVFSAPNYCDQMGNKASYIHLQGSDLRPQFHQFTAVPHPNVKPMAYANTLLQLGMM
PP1 counter – PP1-alpha phosphatase inhibitors, primary screen, counter-screen for PP5 inhibitor project, biochemical, fluorescence, OMFP substrate, single point. AID 2235, 2010. hit rate 0.9% among 320,000. Serine/threonine-protein phosphatase PP1-alpha catalytic subunit (Homo sapiens), P62136. purified PP1alpha. inhibition, % at 6.7 µM;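 active means inhibition above the mean inhibition of all tested compounds plus 3 SD, computed separately for each screening campaign, cut at about 15% in these data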
* = called active by the depositor.

Sample of the layout:
How did CC1CCCC(C)N1C(=O)COC(=O)c1c[nH]c2ccccc12 (stereo unspecified) do in these assays?
proCasp7 act: 3; PAFAH2 FP inh: 4; proCasp3 act: 4; AHR act: 19; PP5 inh: -1.7; PP1 counter: -7

How did CC1CC(=O)N(c2ccc(NCCc3ccccc3)c([N+](=O)[O-])c2)C1=O (stereo unspecified) do in these assays?
CTSL1 counter: 0; proCasp7 act: -4; PAFAH2 FP inh: -1; TPT1 inhibitor: -2; proCasp3 act: -8; HCV core dimer: -1; AHR act: 4; PP5 inh: 3.5; PP1 counter: 0

All compounds of this part (from the top)
How did CC1CCCC(C)N1C(=O)COC(=O)c1c[nH]c2ccccc12 (stereo unspecified) do in these assays?
proCasp7 act: 3; PAFAH2 FP inh: 4; proCasp3 act: 4; AHR act: 19; PP5 inh: -1.7; PP1 counter: -7

How did CC1CC(=O)N(c2ccc(NCCc3ccccc3)c([N+](=O)[O-])c2)C1=O (stereo unspecified) do in these assays?
CTSL1 counter: 0; proCasp7 act: -4; PAFAH2 FP inh: -1; TPT1 inhibitor: -2; proCasp3 act: -8; HCV core dimer: -1; AHR act: 4; PP5 inh: 3.5; PP1 counter: 0

How did O=C(Nc1ccc(-c2nc3cc(NC(=O)c4cccs4)ccc3o2)cc1)c1cccs1 do in these assays?
CTSL1 counter: -2; proCasp7 act: -5; PAFAH2 FP inh: -7; TPT1 inhibitor: 0; proCasp3 act: 3; HCV core dimer: 0; AHR act: 1; PP5 inh: -3.5; PP1 counter: -6

How did Cc1ccc(CC2CC(=O)N(CCc3ccccc3)C2=O)cc1 (stereo unspecified) do in these assays?
CTSL1 counter: 0; proCasp7 act: 0; PAFAH2 FP inh: 2; TPT1 inhibitor: 1; proCasp3 act: -3; HCV core dimer: 0; AHR act: 0; PP5 inh: 1.2; PP1 counter: -2

What do the screens show for `O=C(CSc1nnc(SCc2ccc(Cl)cc2)s1)c1ccc2c(c1)OCO2`?
CTSL1 counter: -7; proCasp7 act: -4; PAFAH2 FP inh: -15; TPT1 inhibitor: -3; proCasp3 act: 4; HCV core dimer: -15; AHR act: -2; PP5 inh: 2.5; PP1 counter: 12

How did S=c1[nH]nc(CNc2cccc(Cl)c2)o1 do in these assays?
CTSL1 counter: 1; proCasp7 act: -7; PAFAH2 FP inh: 1; TPT1 inhibitor: 7; proCasp3 act: 1; HCV core dimer: -2; AHR act: 0; PP5 inh: -0.7; PP1 counter: -4

How did COc1ccc2c(c1)C(=O)N(c1ccccc1)C(=O)C2 do in these assays?
CTSL1 counter: -1; proCasp7 act: 9; PAFAH2 FP inh: -29; TPT1 inhibitor: -1; proCasp3 act: 2; HCV core dimer: -5; AHR act: -2; PP5 inh: 0.5; PP1 counter: 2

Results for CC(C)COC(=O)N(C)c1ccc(C(O)(C(F)(F)F)C(F)(F)F)cc1 ?
CTSL1 counter: 6; proCasp7 act: 3; PAFAH2 FP inh: -2; TPT1 inhibitor: -2; proCasp3 act: 0; HCV core dimer: -11; AHR act: 4; PP5 inh: 4.6; PP1 counter: 5

What do the screens show for `O=c1cc(N2CCCCCC2)[nH]c(=O)n1-c1ccccc1Cl`?
CTSL1 counter: -2; proCasp7 act: 6; PAFAH2 FP inh: 5; TPT1 inhibitor: 0; proCasp3 act: 5; HCV core dimer: 3; AHR act: -1; PP5 inh: 0.2; PP1 counter: 0

Results for Cc1ccc2c(c1)S/C(=C/c1ccc[n+](C)c1)N2CCO ?
CTSL1 counter: -2; proCasp7 act: -15; PAFAH2 FP inh: -5; TPT1 inhibitor: 2; proCasp3 act: 2; HCV core dimer: -2; AHR act: 0; PP5 inh: 2.8; PP1 counter: -5

Results for CN(C)S(=O)(=O)c1cccc(NC(=O)c2ccc3nccnc3c2)c1 ?
CTSL1 counter: 3; proCasp7 act: -1; PAFAH2 FP inh: -3; TPT1 inhibitor: 0; proCasp3 act: 0; HCV core dimer: 3; AHR act: 13; PP5 inh: -0.6; PP1 counter: -2

Results for CCC(C)Sc1cc(-c2nc3ccc(C)cn3c2NCc2ccccc2)ccc1OC (stereo unspecified) ?
CTSL1 counter: 6; proCasp7 act: 28*; PAFAH2 FP inh: 21; TPT1 inhibitor: 2; proCasp3 act: 22*; HCV core dimer: 11; AHR act: 32; PP5 inh: 5.3; PP1 counter: 18*

How did CCOC(=O)C1CCCN(C(=O)CN2C(=O)C(CC)Oc3ccc(C)cc32)C1 (stereo unspecified) do in these assays?
CTSL1 counter: -4; proCasp7 act: 6; PAFAH2 FP inh: 1; TPT1 inhibitor: -2; proCasp3 act: 5; HCV core dimer: -2; AHR act: -1; PP5 inh: 1.3; PP1 counter: -2

Results for O=C(C1=NN(c2ccccc2)C2C(=O)N(c3ccccc3)C(=O)C12)c1ccccc1 (stereo unspecified) ?
CTSL1 counter: 0; proCasp7 act: 41*; PAFAH2 FP inh: -8; TPT1 inhibitor: 28*; proCasp3 act: 26*; HCV core dimer: 6; AHR act: 4; PP5 inh: 3.1; PP1 counter: 5

How did CC(Sc1nnc(-c2ccccc2F)n1C1CC1)C(N)=O (stereo unspecified) do in these assays?
CTSL1 counter: -3; proCasp7 act: -6; PAFAH2 FP inh: -2; TPT1 inhibitor: 0; proCasp3 act: 11; HCV core dimer: -2; AHR act: 2; PP5 inh: 2.4; PP1 counter: 0

How did COc1cc2c(cc1NC(=O)CCC(=O)O)oc1ccccc12 do in these assays?
CTSL1 counter: 0; proCasp7 act: 0; PAFAH2 FP inh: 8; TPT1 inhibitor: 3; proCasp3 act: -5; HCV core dimer: -10; AHR act: 12; PP5 inh: 0.3; PP1 counter: 1

Results for CCOc1c(OC)cccc1C1CC(=O)Nc2cc3c(cc21)OCCO3 (stereo unspecified) ?
CTSL1 counter: 3; proCasp7 act: 2; PAFAH2 FP inh: -5; TPT1 inhibitor: 3; proCasp3 act: -2; HCV core dimer: 29; AHR act: 1; PP5 inh: -2.1; PP1 counter: -2

What do the screens show for `CN(CC(=O)Nc1ccccc1Cl)C(=O)CCc1nc2ccccc2c(=O)[nH]1`?
CTSL1 counter: 1; proCasp7 act: 11; PAFAH2 FP inh: 5; TPT1 inhibitor: -6; proCasp3 act: -2; HCV core dimer: -3; AHR act: 3; PP5 inh: -1.9; PP1 counter: -2

How did NNC(=O)c1ccc(COc2ccc([N+](=O)[O-])cc2)o1 do in these assays?
CTSL1 counter: -1; proCasp7 act: 1; PAFAH2 FP inh: 5; TPT1 inhibitor: 1; proCasp3 act: 7; HCV core dimer: -5; AHR act: 12; PP5 inh: 1.4; PP1 counter: 3

Results for CCOCCCn1c(=O)c2ccccc2n2c(=S)[nH]nc12 ?
CTSL1 counter: -1; proCasp7 act: -29; PAFAH2 FP inh: -1; TPT1 inhibitor: 2; proCasp3 act: -16; HCV core dimer: -7; AHR act: 3; PP5 inh: -1.0; PP1 counter: -1

Results for CC(C)[C@H](NC(=O)c1ccco1)C(=O)Nc1ccc(OC(F)F)cc1 ?
CTSL1 counter: -4; proCasp7 act: -4; PAFAH2 FP inh: 4; TPT1 inhibitor: 2; proCasp3 act: 5; HCV core dimer: 5; AHR act: 3; PP5 inh: 0.4; PP1 counter: 5

How did CC(C)(C)NC(=O)CSc1nc(O)cc(=O)n1-c1ccccc1F do in these assays?
CTSL1 counter: -3; proCasp7 act: -1; PAFAH2 FP inh: 1; TPT1 inhibitor: 109*; proCasp3 act: 3; HCV core dimer: -5; AHR act: 2; PP5 inh: 0.7; PP1 counter: 2

What do the screens show for `O=C(NC(CO)(CO)CO)c1coc(=O)c(Br)c1`?
CTSL1 counter: 5; proCasp7 act: 10; PAFAH2 FP inh: 3; TPT1 inhibitor: 1; proCasp3 act: -2; HCV core dimer: 2; AHR act: -1; PP5 inh: -3.4; PP1 counter: -4

Results for Cc1cccc(NC(=O)CNC(=O)Cc2ccc3c(c2)OCCO3)c1C ?
proCasp7 act: -9; PAFAH2 FP inh: 5; proCasp3 act: 0; AHR act: 1; PP5 inh: 0.8; PP1 counter: 3

Results for Clc1cccc(CN2CCN(c3ncccn3)CC2)c1Cl ?
CTSL1 counter: -2; proCasp7 act: -1; PAFAH2 FP inh: -2; TPT1 inhibitor: 1; proCasp3 act: 6; HCV core dimer: 3; AHR act: -6; PP5 inh: 0.1; PP1 counter: -2

How did Cc1ccnc(NC(=O)c2ccc(Cl)c(NC(=O)C(C)Oc3ccccc3)c2)c1 (stereo unspecified) do in these assays?
CTSL1 counter: -1; proCasp7 act: 0; PAFAH2 FP inh: 1; TPT1 inhibitor: -3; proCasp3 act: 4; HCV core dimer: 5; AHR act: 44; PP5 inh: 1.3; PP1 counter: -2

Results for CC1=C(C)SC(=C(C#N)c2nnc(N3CCOCC3)n2-c2ccccc2)S1 ?
CTSL1 counter: -1; proCasp7 act: 14; TPT1 inhibitor: 2; proCasp3 act: -2; HCV core dimer: 3; AHR act: -3; PP5 inh: 0.7; PP1 counter: -3

How did CS(=O)(=O)c1ccc(C(=O)N(Cc2ccccc2)c2ccccc2)cc1 do in these assays?
CTSL1 counter: 4; proCasp7 act: 8; PAFAH2 FP inh: 0; TPT1 inhibitor: -1; proCasp3 act: -7; HCV core dimer: 6; AHR act: 1; PP5 inh: -0.3; PP1 counter: -1

What do the screens show for `Cc1cc(C(=O)N/N=C\c2cc(C(C)(C)C)ccc2O)n[nH]1`?
CTSL1 counter: 2; proCasp7 act: -49; PAFAH2 FP inh: -9; TPT1 inhibitor: -2; proCasp3 act: -39; HCV core dimer: 0; AHR act: 53*; PP5 inh: 2.2; PP1 counter: 2

What do the screens show for `Cc1nc(-c2cnn(-c3ccccc3)c2)c2cc(C)oc2n1`?
CTSL1 counter: 1; proCasp7 act: 13; PAFAH2 FP inh: 11; TPT1 inhibitor: -1; proCasp3 act: -1; HCV core dimer: 19; AHR act: 34; PP5 inh: 1.9; PP1 counter: 2

How did COc1cc(OC)cc(C(=O)n2nc(C)cc2C)c1 do in these assays?
CTSL1 counter: -3; proCasp7 act: 10; PAFAH2 FP inh: -2; TPT1 inhibitor: -2; proCasp3 act: 2; HCV core dimer: -3; AHR act: -1; PP5 inh: 0.3; PP1 counter: 0

What do the screens show for `CCCCOC(=O)Cn1c(=N)n(CCC)c2ccccc21`?
CTSL1 counter: -2; proCasp7 act: 2; PAFAH2 FP inh: -5; TPT1 inhibitor: 1; proCasp3 act: -12; HCV core dimer: -4; AHR act: 13; PP5 inh: 4.7; PP1 counter: -5
